Vif-APOBEC3G blk: inhibitors of Vif-APOBEC3G interaction. Q9HC16. HeLa A3G-eYFP + Vif (tagged APOBEC3G with the HIV-1 protein that degrades it), YFP fluorescence, overnight. Potency, µM (top dose mostly 46.1 µM), inactives show at the highest dose activity, negative = active, hits mostly inhibitors. 410,000 compounds, 0.076% hits. AID 602310;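 note: potency is the fitted concentration of half-maximal effect; % is set by controls: 0 for no effect and ±100 for the full control effect; nearly all actives have a fitted effect of over 60% in size; hits raise eYFP signal because A3G escapes Vif-driven loss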
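Read-out is eYFP fluorescence (Ex 488/Em 500-530) from Vif-expressing HeLa A3G-eYFP cells; more signal means A3G escaped Vif-mediated degradation. Cells plated overnight, compound pinned in, incubated overnight at 37 deg C.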
PI4K2A block: PI4K2A (human) kinase inhibition. purified PI4K2A, ADP-Glo luminescence, 1 h; stronger effect = lower value. 420,000 compounds, 0.13% hits. AID 1346378. activity change, negative = inhibition, % at 76.9 µM; in the data active = activity change below about -50%; inconclusive = mostly about -30% to -49%;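 note: -100% = wells without enzyme as full effect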
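In this quantitative HTS, ADP production by PI4K2A was quantified luminescently after 1 h at ambient temperature; 100 microM adenosine served as plate-quality control.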
Glioma ERSR ind: ER stress response induction in glioma; AID 602332; 420,000 compounds, 0.02% hits; U87-MG GRP78 promoter luciferase reporter, 16 h; Potency, µM, without a hit: at the top dose activation, actives largely listed as activators; note: potency is the fitted concentration of half-maximal effect; series mostly up to about 76 µM; % of control where 0% means no effect; nearly all actives have a fitted effect of over 35% in size
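ERSR induction read as luciferase luminescence (Bright-Glo, 10 min at room temperature) in stably transfected human U87-MG glioma cells exposed to compounds for 16 h, using GRP78 as sensor.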
RXFP1 agonist: agonists of human relaxin receptor RXFP1 | Potency, µM (titrated, usually from 57.5 µM), without a hit: at the highest dose activation, most hits filed as activators | 370,000 compounds, 0.3% hits | Q9HBX9 | HEK293T-RXFP1 cAMP TR-FRET, 30 min; response scale: percent of porcine relaxin response, buffer zero | AID 2676; note: potency is the fitted concentration of half-maximal effect; % is set by controls: 0 for no effect and ±100 for the full control effect; nearly all actives have a fitted effect of over 60% in size; many of its hits are not listed in these tables
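HEK293T cells stably expressing RXFP1 were pretreated with the PDE4 inhibitor Ro 20174, exposed to compounds for 30 min at 37C, lysed, and cAMP was read by TR-FRET. Data normalized to buffer (basal) and 29 nM porcine relaxin (100%).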
IDH1 R132H inh: inhibitors of human mutant IDH1 R132H | 390,000 compounds, 0.093% hits | Potency, µM (doses to about 76.6 µM), inactives show at the top dose activity change, negative = inhibition, hits mostly inhibitors | IDH1-R132H enzyme, NADPH consumption, diaphorase/resazurin fluorescence | O75874; note: potency is the fitted concentration of half-maximal effect; % is set by controls: 0 for no effect and ±100 for the full control effect; nearly all actives have a fitted effect of over 65% in size
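IDH1-R132H (0.5 ug/mL dispensed) in pH 7.5 Tris buffer was preincubated 30 min with compound, then given a substrate mix of 0.016 mM NADPH and 2 mM alpha-KG for 80 min at room temperature; remaining NADPH was read by diaphorase/resazurin fluorescence.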
USP1-UAF1 inh: inhibitors of human USP1/UAF1 deubiquitinase | O94782 | Potency, µM (series often up to 57.1 µM), inactives show at the top dose activity change, negative = inhibition, hits mostly inhibitors | 390,000 compounds, 0.23% hits | recombinant USP1/UAF1, Ub-Rhodamine cleavage fluorescence; note: potency is the fitted concentration of half-maximal effect; % is set by controls: 0 for no effect and ±100 for the full control effect; nearly all actives have a fitted effect of over 60% in size; inactives centre near -12
Target sequence (O94782 whole entry, looked up): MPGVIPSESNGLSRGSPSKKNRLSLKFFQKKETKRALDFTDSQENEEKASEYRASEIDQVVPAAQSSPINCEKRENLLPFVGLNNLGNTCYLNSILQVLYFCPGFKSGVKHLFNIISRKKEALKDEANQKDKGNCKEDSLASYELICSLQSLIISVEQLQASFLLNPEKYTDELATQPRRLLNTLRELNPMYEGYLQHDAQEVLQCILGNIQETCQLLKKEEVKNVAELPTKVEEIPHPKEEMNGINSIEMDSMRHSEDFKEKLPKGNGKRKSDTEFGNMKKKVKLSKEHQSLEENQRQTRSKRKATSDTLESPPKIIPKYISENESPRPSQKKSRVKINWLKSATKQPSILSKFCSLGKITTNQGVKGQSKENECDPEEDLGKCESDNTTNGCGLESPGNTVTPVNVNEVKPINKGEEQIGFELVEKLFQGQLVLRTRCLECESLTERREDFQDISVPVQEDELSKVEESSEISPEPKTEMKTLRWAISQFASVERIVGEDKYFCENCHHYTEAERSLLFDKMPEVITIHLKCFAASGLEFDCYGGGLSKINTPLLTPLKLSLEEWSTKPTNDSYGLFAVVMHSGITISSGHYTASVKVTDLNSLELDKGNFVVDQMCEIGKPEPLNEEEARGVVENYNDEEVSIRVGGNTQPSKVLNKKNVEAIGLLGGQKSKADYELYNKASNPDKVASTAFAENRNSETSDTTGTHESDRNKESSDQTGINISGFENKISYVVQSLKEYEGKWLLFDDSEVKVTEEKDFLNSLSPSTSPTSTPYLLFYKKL
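1 nM enzyme complex + cpd, 15 min RT; start with Ub-Rho 150nM final; kinetic fluorescence ex 480/em 540, 6 reads q60 s. Buffer 50mM HEPES pH 7.8, 0.5mM EDTA, 0.1 mg/ml BSA, 1mM TCEP, 0.01% Tween-20.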
TrxR1 substrate: rat thioredoxin reductase 1 substrate activity | O89049 | purified TrxR1 substrate turnover, NADPH consumption readout | Potency, µM (highest dose often 114 µM), for inactives: top-dose activity change, negative = substrate turnover | 390,000 compounds, 0.01% hits | AID 588456; note: potency is the fitted concentration of half-maximal effect; % is set by controls: 0 for no effect and ±100 for the full control effect; nearly all actives have a fitted effect of over 50% in size
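Rat TrxR1, dispensed at 90 nM, was prereduced with 400 uM NADPH (final) for 5 min at ~22 deg C, then incubated with compound 15 min before 400 uM selenite. A first-read NADPH fluorescence drop versus no-compound background flagged substrates.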
LDHA inh: inhibitors of human lactate dehydrogenase A; activity change, % (values are at about 110 or 230 µM); P00338; 480,000 compounds, 0.15% hits; purified LDHA, NADH/diaphorase-resazurin fluorescence; stronger effect = lower value; in the data active = activity change below about -30%; inconclusive = mostly about -25% to -30%;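 note: plate controls were DMSO wells for no effect and wells without enzyme for full effect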
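Resorufin fluorescence (ex540/em590), read at 0 and 20 min after diaphorase/resazurin addition, reports the NADH left after a 5 min room-temperature reaction of 2 nM human LDH5 with 0.06 mM NADH and 0.2 mM pyruvate.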
Vif-APOBEC3F blk: inhibitors of Vif-A3F interaction. HeLa A3F-eYFP + Vif (tagged APOBEC3F with the HIV-1 protein that degrades it), YFP fluorescence increase. Potency, µM (highest dose often 46.1 µM), inactives show at the top dose activity, negative = active. 390,000 compounds, 0.2% hits. AID 602313; note: potency is the fitted concentration of half-maximal effect; % of control where 0% means no effect; nearly all actives have a fitted effect of over 65% in size
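HeLa cells stably expressing A3F-eYFP plus Vif, plated and incubated overnight at 37 deg C, then exposed to compounds overnight at 37 deg C. Blocked degradation read as raised yellow fluorescence (Ex 488/Em 500-530).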
An asterisk follows results filed as active; ? = inconclusive; . = not tested or not shown; [ ] = remark or other dose. Unless noted, calls come from the whole dose curve; as a rule, active = well fitted curve in the direction sought with a large enough effect; inconclusive = small, poorly fitted or top-dose-only effect, or another doubt; inactive = no such curve, though single readings can be large; an effect the other way counts as inactive or inconclusive. A portion of the library; the hit share may differ from the screen's.

SMILES	Vif-APOBEC3G blk	PI4K2A block	Glioma ERSR ind	RXFP1 agonist	IDH1 R132H inh	USP1-UAF1 inh	TrxR1 substrate	LDHA inh	Vif-APOBEC3F blk
CC(=O)c1cccc(S(=O)(=O)NC(C)C2CC3CCC2C3)c1 (centres undefined)	2%	-8	0%	-1.4%	7%	-6%	1%	-11	-15%
COc1cc(/C(C)=N/NC(=O)CSc2nc3ccccc3[nH]2)ccc1O	0%	-4	-2%	-0.9%	6%	-6%	-2%	-4	-22%
Cc1cc(C)c(S(=O)(=O)N2CCN(C(=O)C(C)Cn3nc(C)nc3C)CC2)c(C)c1 (centres undefined)	-5%	-3	-5%	-5.1%	10%	-9%	2%[57.1 µM]	-3	0%
CCCN(CCC)Cc1c(C(=O)N/N=C/c2ccncc2)nnn1-c1nonc1N	-1%	4	-6%	7.4%	0%	-18%	-6%	-2	-1%
Cc1ccc(N=Nc2c(N)n[nH]c2N)cc1	-1%	1	-1%	5.6%	2%	-15%	-13%	-1	26%
O=C(NCCCN1CCOCC1)c1cc(-c2ccc(F)cc2)nc2ccccc12	-5%	5	2%	1.0%	1%	-10%	16%	-3	-1%
CC(=O)Oc1ccc(-c2nc3cc(Cl)ccc3c(=O)o2)cc1	0%	6	-1%	0.1%	-1%	-10%	2%	-20	2%
CC(=O)Nc1ccc(C(=O)OCC(=O)N(c2ccccc2)C2CCS(=O)(=O)C2)cc1 (centres undefined)	-9%	3	-4%	-0.5%	-6%	-12%	0%	1	2%
O=C(COC(=O)c1ccccc1O)NC12CC3CC(CC(C3)C1)C2	-4%	-3	8%	.	2%	-8%	-8%	-6	-6%
CCOC(=O)CCCN(c1[nH]c(C)c(C)c1C#N)S(=O)(=O)c1ccc(C)cc1	-3%	0	-3%	.	-11%	-14%	.	13	-6%
Cc1ccc(N(CC(O)CN(C)C)S(=O)(=O)c2ccccc2)cc1 (centres undefined)	1%	-5	-6%	0.5%	5%	-13%	8%[57.1 µM]	-5	-4%
COC(=O)[C@H](Cc1ccccc1)NC(=O)[C@@H](N)CC(=O)OCc1ccccc1	-2%	0	-1%	1.1%	17%	-20%	-8%[57.1 µM]	2	-4%
C=C1CC(C)OC(c2ccccc2OCC(O)CN2CCCCC2)C1 (centres undefined)	1%	-2	-2%	0.0%	3%	-21%	4%	-1	0%
Cc1ccc(CNC(=O)COC(=O)c2ccc(S(=O)(=O)N(C)C)cc2)cc1	8%	1	-5%	1.1%	1%	-17%	5%	-2	4%
C=CCN(CC=C)C(=O)c1cccc(OC2CCN(CC(C)(C)C)CC2)c1	2%	5	2%	1.3%	-2%	-26%	-7%	-3	0%
CCOc1ccc(Oc2nc(NCC(C)C)nc(NC(C)(C)C)n2)nn1	3%	1	2%	3.3%	17%	-19%	1%	-1	-7%
CCOC(=O)c1c(C)n(C)c2ccc(OCC(O)Cn3c(C)nc4ccccc43)cc12 (centres undefined)	1%	1	-2%	2.0%	2%	-1%	3%	-4	0%
O=C(NN1C(=O)C2C3C=CC(C4CC34)C2C1=O)c1ccc(Cl)cc1 (centres undefined)	-4%	3	0%	1.1%	0%	-14%	7%[57.1 µM]	-3	-1%
CCc1ccc(C2C(C#N)=C(N)N(N3CCOCC3)C3=C2C(=O)CC(C)(C)C3)s1 (centres undefined)	1%	-5	-5%	1.3%	3%	-16%	1%[57.1 µM]	-2	6%
CCc1ccccc1NC(=O)CC(=O)Nc1ccccc1CC	0%	-1	-3%	-0.5%	7%	-13%	9%[57.1 µM]	-3	-1%
COc1cccc(OCCNC(=O)Nc2cc(F)c(F)cc2Cl)c1	9%	6	-4%	1.1%	11%	-17%	4%	-12	4%
O=C(N/N=C(\c1ccccc1)c1ccccn1)c1ccccc1Cl	-28%	4	?	0.9%	-1%	0%	4%[57.1 µM]	1	?
COc1ccc(C2(c3ccc(OC)cc3)NC(=O)N(CC(=O)NC(C)C)C2=O)cc1	0%	-3	1%	3.1%	-7%	-4%	-1%[57.1 µM]	-4	-7%
CC(C)CC(NC(=O)OC(C)(C)C)c1cn([C@@H](CCCCNC(=O)OC(C)(C)C)C(=O)N2CCN(C(=O)OC(C)(C)C)CC2)nn1 (some centres undefined)	-2%	1	-2%	1.0%	-5%	?	-6%[57.1 µM]	-11	1%
COc1ccccc1OCCSc1nc2ccccc2n1CC(O)CO (centres undefined)	1%	1	1%	-3.0%	0%	-4%	4%	0	-6%
Cc1ccc(Cl)cc1N1CCN(CC(O)COC(C)C)CC1 (centres undefined)	1%	3	-5%	0.0%	-6%	-8%	-7%	-3	1%
COc1cc(NC(=S)N2CCCCC2C)c(OC)cc1Cl (centres undefined)	-1%	2	0%	2.5%	0%	-10%	-1%	3	6%
COc1ccc(CCNc2cc(C)nc3c(-c4ccc(Cl)cc4)cnn23)cc1OC	-17%	1	3%	1.0%	4%	-21%	211%[activator]	1	-1%
NC1=NC(=O)/C(=C\c2ccsc2)S1	-5%	9	-3%	-0.2%	5%	-12%	-13%	-1	-15%
OC(COc1ccc2cc(Br)ccc2c1)CN1CCN(c2ccccn2)CC1 (centres undefined)	3%	1	3%	26%	9%	-19%	231%[activator]	-2	2%
CCc1sc(C(=O)N(CCCOC)c2c(N)n(CC(C)C)c(=O)[nH]c2=O)cc1C	3%	0	-3%	0.3%	2%	-16%	1%	-3	-4%
CCOC(=O)N1CCN(C(=O)CSc2ncnc3sccc23)CC1	-9%	-3	-3%	6.3%	0%	-6%	3%	-6	3%
Cc1ccc(C(=O)NNC(=O)CCC(=O)Nc2cccc(Cl)c2C)cc1	1%	5	-6%	2.9%	6%	-4%	-2%	-1	1%
CCOC(=O)CN(C(=O)CSc1nnc(C)n1-c1ccccc1)c1ccccc1	1%	4	-3%	0.7%	-2%	-1%	-6%[57.1 µM]	-9	-8%
COc1ccccc1N1CCN(CCCNC(=O)Nc2ccccc2)CC1	0%	7	-3%	-0.8%	5%	-1%	6%[57.1 µM]	-8	8%
Cc1ccc(C)n1-c1c(C(=O)NCC(C)c2ccccc2)sc2ncccc12 (centres undefined)	-3%	-3	1%	4.7%	-3%	-16%	0%[57.1 µM]	7	1%
CC(=O)N1CCOc2ccc(S(=O)(=O)N3CCCC(C)C3)cc21 (centres undefined)	-3%	2	8%	4.6%	17%	-5%	5%	-7	-4%
OCCN1CCN(C(c2ccccc2Cl)c2sc3nc(-c4ccco4)nn3c2O)CC1 (centres undefined)	-4%	7	-2%	-0.3%	-18%	-23%	1%[57.1 µM]	2	3%
CCc1ccc(OCCCC(=O)Nc2ccc(S(N)(=O)=O)cc2)cc1	-5%	-1	-4%	4.7%	9%	-3%	-16%[57.1 µM]	-5	3%
CC(C)OC(=O)c1ccc(NC(=O)c2cccc(-n3cnnn3)c2)cc1	-5%	-3	-3%	1.3%	0%	-16%	-3%	-15	2%
O=C1NC[C@H](Cc2ccc(O)cc2)N(C[C@H]2CCCN2C[C@H](Cc2ccccc2)N2C[C@H](Cc3ccccc3)N(CCc3ccccc3)C(=O)C2=O)C1=O	0%	0	-3%	.	.	.	.	-14	.
CN(C)CCN1C(=O)CCC2(C)C1=CCC1C2CCC2(C)C1CCC2(C)O (centres undefined)	0%	2	-2%	.	4%	-15%	8%[57.1 µM]	-3	8%
c1cc2c(cc1Nc1nc(-c3ccc4c(c3)OCO4)cs1)OCCO2	-1%	-4	-5%	1.0%	-4%	-6%	-10%	-1	-9%
COc1ccccc1NC(=O)N1CCCC(C(=O)Nc2cccc(C)c2C)C1 (centres undefined)	0%	-5	-3%	-0.9%	14%	-1%	-5%	-6	-5%
COc1cc(OC)cc(C(=O)N[C@H](C(=O)NC2CCCc3ccccc32)C(C)C)c1 (some centres undefined)	-8%	-9	-4%	.	-3%	-8%	3%	1	-9%
CNc1cc(-c2ccc(CC#N)cc2)ncn1	-1%	-6	-4%	.	.	.	.	2	.
CC1CCc2[nH]c3ccc(C(=O)N(C)CC(=O)Nc4ccccc4Cl)cc3c2C1 (centres undefined)	-5%	1	-5%	1.2%	10%	-18%	-3%	4	4%
CCOc1cccc2cc(-c3nnc(Nc4ccc(F)c(Cl)c4)s3)c(=O)oc12	-8%	-2	-2%	-2.6%	-8%	-40%	3%[57.1 µM]	-8	?
CC1(C)CC(=O)c2cc(-c3nc(-c4ccc(F)cc4)cs3)c(=O)[nH]c2C1	-1%	-13	0%	5.5%	-10%	-2%	-1%	2	-3%
CC(=O)C1(C)C(=O)N(c2ccc(F)cc2)C(=O)N1c1ccc(F)cc1 (centres undefined)	3%	6	-2%	.	6%	-12%	12%[57.1 µM]	-3	15%
O=C(Cn1cccc1C(=O)c1ccccc1)NCc1ccc2c(c1)OCO2	0%	-5	3%	-0.4%	3%	-4%	9%[0.457 µM]	-6	2%

Arranged by value in PI4K2A block (lowest first): 3 of the compounds above.
SMILES	Vif-APOBEC3G blk	PI4K2A block	Glioma ERSR ind	IDH1 R132H inh	USP1-UAF1 inh	TrxR1 substrate	LDHA inh	Vif-APOBEC3F blk
COc1cc(OC)cc(C(=O)N[C@H](C(=O)NC2CCCc3ccccc32)C(C)C)c1 (some centres undefined)	-8%	-9	-4%	-3%	-8%	3%	1	-9%
CNc1cc(-c2ccc(CC#N)cc2)ncn1	-1%	-6	-4%	.	.	.	2	.
O=C(Cn1cccc1C(=O)c1ccccc1)NCc1ccc2c(c1)OCO2	0%	-5	3%	3%	-4%	9%[0.457 µM]	-6	2%

Source: PubChem BioAssay
